# Growth percent in the NCI-60 one-dose screen (48 h, 10 µM unless noted): 100 = growth as untreated, 0 = no growth, -100 = all killed.
# UACC-257 – UACC-257 melanoma; 78,000 tested, 4.4% active
# LOX IMVI – LOX IMVI melanoma; 79,000 tested, 7.4% active; AID 1794757
# SK-MEL-28 – SK-MEL-28 melanoma. 81,000 tested, 4.1% active
# MDA-MB-435 – MDA-MB-435 melanoma; 82,000 tested, 7.8% active; AID 1794794
# SK-MEL-2 – SK-MEL-2 melanoma. 77,000 tested, 4.7% active. AID 1794763
# SK-MEL-5 – SK-MEL-5 melanoma. 80,000 tested, 6.4% active. AID 1794755
# UACC-62 – UACC-62 melanoma; 81,000 tested, 5.4% active
# MALME-3M – MALME-3M melanoma. 78,000 tested, 5.8% active. AID 1794766
# An asterisk follows results filed as active; / = no result given; & = joins results of further samples. Rule for the calls: active = growth percent below 10; inactive = the rest.
No.	canonical_smiles	UACC-257	LOX IMVI	SK-MEL-28	MDA-MB-435	SK-MEL-2	SK-MEL-5	UACC-62	MALME-3M
1	CC1CCCCN1/N=N/c1nc2c([nH]1)c(=O)n(C)c(=O)n2C (configuration not stated)	111&114	102&107	111&111	110&107	98&104	99&109	97&105	108
2	COC(=O)[C@]12CC[C@@H](C)[C@H](C)[C@@H]1C1=CC[C@@H]3[C@@]4(C)C(C=O)=C[C@@](C)(CO)C4=CC[C@@]3(C)[C@]1(C)CC2	/	26	27	40	52	35	43	60
3	CC(=O)Nc1ccc(S(=O)(=O)N2C(=O)CCC2C(=O)Nc2ccc(Br)cc2)cc1 (configuration not stated)	30	6.1*	50	28	36	18	15	/
4	COc1ccc(-c2nc3c4c(-c5ccccc5)cn(-c5c(C)n(C)n(-c6ccccc6)c5=O)c4ncn3n2)cc1	94	94	115	106	103	103	83	101
5	CCCc1oc(C)cc1CC	100	108	107	98	127	101	99	111
6	CSc1cc(Cl)nc(N)n1	95	97	112	98	111	107	103	136
7	COc1cc(/C=N/NC(=O)c2ccc(Br)o2)cc(OC)c1OC	64	102	103	113	100	92	96	104
8	NCCN1CCN(c2nccc(-c3ccc(Cl)cc3)n2)CC1	71	54	72	63	93	69	17	94
9	COc1ccc(C2=NN(/C=C3\SC(=S)N(NC(=O)Cc4ccccc4Nc4c(Cl)cccc4Cl)C3=O)C(c3ccc(Cl)cc3)C2)cc1 (configuration not stated)	107	99	107	100	108	102	93	92
10	O=C(CCCCC(=O)OC1CCCCC1)OC1CCCCC1	98	100	114	110	105	102	/	92
11	Cn1cccc1-c1cc(-c2ccccc2Br)c(C#N)c(=O)[nH]1	102	82	98	103	117	96	92	88
12	CC(C)(C)OC(=O)N1Cc2cc3ccccc3nc2C1	112	102	101	/	107	96	92	102
13	O=C(CCl)c1cccnc1C(=O)O	102	100	110	107	111	110	95	98
14	CCOC(=O)C(NC(C)=O)C(=O)OCC	94	102	116	117	/	111	107	117
15	N#CC1=C(N)Oc2c(ccc3cccnc23)C1c1ccccc1 (configuration not stated)	74	34	49	-47*	43	6.6*	47	48
16	CCOC(=O)c1cc(C(=O)c2cc(OC)cc(OC)c2)n2c1ccc1ccccc12	96	91	96	57	97	95	82	78
17	COc1cc2ccccc2cc1C(=O)NC(=S)Nc1ccc(-c2nc3ccccc3o2)cc1	83	75	76	74	106	94	92	57
18	CC1(C)CC[C@]2(C(=O)N3CCOCC3)CC[C@]3(C)C(=CC(=O)[C@@H]4[C@@]5(C)CCC(=O)C(C)(C)[C@@H]5CC[C@]43C)[C@@H]2C1	100	101	108	102	106	101	90	107
19	O=C1/C(=C/c2ccccc2O)N=C2SCCCN12	103	97	/	97	96	/	/	95
20	COC(=O)CN/C(CCCOC(=O)Nc1cccc(Cl)c1)=C(/C#N)c1nc2ccccc2c(=O)[nH]1	/	98	107	111	95	111	92	103
21	C=C(C)[C@@H]1CC[C@]2(c3nnc(-c4ccncc4)o3)CC[C@]3(C)[C@H](CC[C@@H]4[C@@]5(C)CCC(=O)NC(C)(C)[C@@H]5CC[C@]43C)[C@@H]12	98	/	109	101	111	90	80	101
22	CCN(CC)CCOC(=O)c1ccc(NC(=O)OCCCCCCCCCCOC(=O)Nc2ccc(C(=O)OCCN(CC)CC)cc2)cc1	105	102	88	96	111	92	104	79
23	CCCNC(=S)NC	100	87	116	94	115	104	101	102
24	O=C1c2cccc3cccc(c23)C(=O)N1CCCCCN1CCN(CCCCCOc2ccc(-c3nc4ccc(N5CCOCC5)cc4[nH]3)cc2)CC1	56	56	96	36	87	97	75	83
25	CN1CCN(C(=O)Nc2ccc(Cl)cc2)CC1	111	100	115	110	118	101	98	134
26	CC(=O)c1c(/C=C/c2ccccc2)c2ccccc2[nH]c1=O	92	89	125	114	118	99	93	128
27	CC1(C(C)(O)c2ccc(F)cc2)CC1 (configuration not stated)	92	95	103	99	109	103	99	120
28	O=c1cc(Cn2cnn(-c3ccccc3)c2=O)c2ccc3ccccc3c2o1	98	/	107	97	94	109	84	105
29	CCCCCCc1nc2nc(Cl)c(Cl)nc2[nH]1	55	54	65	62	63	16	38	47
30	O=C(NNc1nc2cc(F)c(F)cc2n2c(CN3CC4CNCC4C3)ccc12)c1ncccn1 (configuration not stated)	8.2*	1.7*	29	20	9.7*	-34*	-20*	10
31	CCOC(=O)c1c2c(cn1Cc1ccccc1)-c1oncc1CC2	112	99	108	111	115	102	92	114
32	O=c1cc(Cn2cc(CSc3nc4cc(Cl)ccc4o3)nn2)c2c(ccc3ccccc32)o1	106	94	109	105	110	102	94	111
33	Cc1ccc(N=C=S)cc1Cl	102	96	107	95	108	/	102	81
34	COc1cccc(NC(=O)Cn2cc3c(=O)oc4ccccc4c3n2)c1	101	113	94	88	101	100	100	103
35	Nc1n[nH]c(CCCNc2ccccc2)c1-c1nc2ccccc2s1	101	76	111	104	103	102	89	99
36	Fc1ccc(Cn2cc(CSc3nc4ccccc4o3)nn2)c(F)c1	109	107	109	105	95	106	97	108
37	CC12OC(CC(O)C1O)n1c3ccccc3c3c4c(c5c6ccccc6n2c5c31)C(=O)N(CCN1CCOCC1)C4=O (configuration not stated)	15	-61*	35	22	13	-45*	-52*	-18*
38	Cc1[nH]c(=O)[nH]c(=O)c1Cc1ccc(Cl)cc1	96	96	108	104	98	100	98	107
39	COc1ccc(/C=C2\N=C(Nc3ccccc3)N(/N=C/N(C)C)C2=O)cc1	109	96	135	110	102	97	85	110
40	CN1CCN(/C(=N\c2sc(-c3ccccc3)nc2-c2ccccc2)c2ccccc2)CC1	77	/	58	80	115	75	76	78
41	O=c1[nH]c(=S)[nH]cc1Cc1ccccc1	92	91	122	105	91	93	97	97
42	CCc1cc(OC(=O)N2CCN(CCC(C)(COC(C)(C)C)COC(C)(C)C)CC2)ccc1Nc1cc(-c2ccc(-n3cccn3)cc2)[nH]n1	93	104	97	85	102	91	86	90
43	CN(C)CCOc1ccc(C(=O)C2[C@H](c3ccc(Cl)cc3)[C@@H](c3ccccc3)NC23C(=O)Nc2ccc(Cl)cc23)cc1 (some centres not stated)	-81*	-96*	-93*	-96*	-92*	-98*	-78*	-88*
44	Nc1nc(-c2cccc([N+](=O)[O-])c2)c(N=Nc2ccc(Cl)cc2)s1	107	34	103	90	/	84	67	107
45	COc1cc(-c2c3c(cn2Cc2ccccc2)-c2oncc2CCC3)cc(OC)c1OC	90	69	100	96	80	97	74	100

# A second format for some results above:
33. Cc1ccc(N=C=S)cc1Cl
  UACC-257 = 102; LOX IMVI = 96; SK-MEL-28 = 107; MDA-MB-435 = 95; SK-MEL-2 = 108; SK-MEL-5 = /; UACC-62 = 102; MALME-3M = 81

34. COc1cccc(NC(=O)Cn2cc3c(=O)oc4ccccc4c3n2)c1
  UACC-257 = 101; LOX IMVI = 113; SK-MEL-28 = 94; MDA-MB-435 = 88; SK-MEL-2 = 101; SK-MEL-5 = 100; UACC-62 = 100; MALME-3M = 103

35. Nc1n[nH]c(CCCNc2ccccc2)c1-c1nc2ccccc2s1
  UACC-257 = 101; LOX IMVI = 76; SK-MEL-28 = 111; MDA-MB-435 = 104; SK-MEL-2 = 103; SK-MEL-5 = 102; UACC-62 = 89; MALME-3M = 99

36. Fc1ccc(Cn2cc(CSc3nc4ccccc4o3)nn2)c(F)c1
  UACC-257 = 109; LOX IMVI = 107; SK-MEL-28 = 109; MDA-MB-435 = 105; SK-MEL-2 = 95; SK-MEL-5 = 106; UACC-62 = 97; MALME-3M = 108

# A portion from further up:
No.	canonical_smiles	UACC-257	LOX IMVI	SK-MEL-28	MDA-MB-435	SK-MEL-2	SK-MEL-5	UACC-62	MALME-3M
35	Nc1n[nH]c(CCCNc2ccccc2)c1-c1nc2ccccc2s1	101	76	111	104	103	102	89	99
36	Fc1ccc(Cn2cc(CSc3nc4ccccc4o3)nn2)c(F)c1	109	107	109	105	95	106	97	108
37	CC12OC(CC(O)C1O)n1c3ccccc3c3c4c(c5c6ccccc6n2c5c31)C(=O)N(CCN1CCOCC1)C4=O (configuration not stated)	15	-61*	35	22	13	-45*	-52*	-18*
38	Cc1[nH]c(=O)[nH]c(=O)c1Cc1ccc(Cl)cc1	96	96	108	104	98	100	98	107
39	COc1ccc(/C=C2\N=C(Nc3ccccc3)N(/N=C/N(C)C)C2=O)cc1	109	96	135	110	102	97	85	110

# (listing goes on)
No.	canonical_smiles	UACC-257	LOX IMVI	SK-MEL-28	MDA-MB-435	SK-MEL-2	SK-MEL-5	UACC-62	MALME-3M
46	Cc1nn2c(-c3nc4c(C)c(C)ccc4[nH]3)c(-c3ccccc3)nc2s1	107	92	102	99	80	96	94	88
47	O=C(O)CCSc1ccccc1[N+](=O)[O-]	96	104	102	94	110	98	103	/
48	Cc1nnc(-c2cc(-c3cc4ccccc4o3)nn2-c2ccccc2)o1	/	82	100	100	92	69	91	87
49	O=C(CCCNC(=O)c1nc(-c2ccccc2)n(-c2ccccc2)n1)NO	/	98	109	109	98	104	102	99
50	Cc1nc2ccc(CN(C)c3ccc(C(=O)N[C@@H](CCC(=O)O)C(=O)O)s3)cc2c(=O)[nH]1	47	27	/	62	105	29	40	61
51	COc1ccc(-c2nc(SCCC(C)C)nc(N/N=C\c3cccc(Cl)c3)c2C#N)cc1	87	71	112	89	98	96	90	111
52	O=c1oc2ccccc2cc1-c1ccnc2[nH]c(=S)[nH]c(=O)c12	103	85	114	103	112	95	83	101
53	Cc1ccc(Nc2nc(NCCO)c3ccccc3n2)cc1C	62	8.6*	52	-36*	39	-19*	36	44
54	COc1ccc(C(=O)Nc2cccc(-c3cc(=O)c4c(O)c(OC)c(OC)cc4o3)c2)cc1	86	94	91	94	83	84	66	100
55	O=C(O)CCn1c(O)c(/C=C2/C=c3cc4c(cc3=NC2=O)OCO4)sc1=S	106	94	104	112	102	100	100	103
56	Oc1c(CN2CCN(c3ccccc3F)CC2)cc(Br)c2cccnc12	11	-8.4*	-78*	-48*	-54*	-10*	-42*	-58*
57	CC(=O)OCCO	102	107	100	107	143	102	108	93
58	COc1ccccc1/C=C1\Oc2cc(OCCN3CCC(Cc4ccccc4)CC3)ccc2C1=O	95	71	88	91	116	91	92	77
59	CCOC(=O)C1=NNC(c2ccc(Cl)cc2)C1C(=O)N1C(=S)NC(=O)C1CC(C)C (configuration not stated)	116	103	103	104	110	106	94	104
60	Cn1c(=S)[nH]c2c(Cl)cc(Cl)cc2c1=O	104	94	112	105	112	106	98	105
61	CCN(CC)Cc1nc2ccccc2c(=O)n1/N=C/c1ccc(C)cc1	100	101	112	107	108	104	97	100
62	Cc1ccc(S(=O)(=O)O[C@@H]2C(=O)N(c3cc4c5ccccc5ccc4c4ccccc34)[C@H]2c2ccc(F)cn2)cc1	97	93	109	102	103	97	82	110
63	O=C(CNC(=O)OCc1ccccc1)NCC(=O)NC(Cc1c[nH]c2ccccc12)C(=O)O (configuration not stated)	104	96	106	111	/	101	103	91
64	O=C1/C(=C/c2ccc(N3CCN(Cc4ccccc4)CC3)cc2)Oc2cc(O)ccc21	90	78	99	92	83	/	97	115
65	O=C1CCC(N2Cc3c(CNC(=O)c4ccc(C(F)(F)F)cc4)cccc3C2=O)C(=O)N1 (configuration not stated)	102	107	103	92	109	97	86	104
66	COc1ccc(/C=N/NC(=O)N2CCN(c3cc4c(cc3F)c(=O)c(C(=O)O)cn4C3CC3)CC2)cc1	103	95	100	109	98	98	90	92
67	CC1CCC(=O)c2ccccc21 (configuration not stated)	109	99	114	108	101	99	90	94
68	O=C1c2cc(I)ccc2Oc2cc([N+](=O)[O-])ccc2N1c1ccc(F)cc1F	101	85	105	83	93	/	78	94
69	NCCNc1ccnc2cc(Cl)ccc12	106	94	108	94	/	97	101	158
70	CC1CC(C)C2C(C1)C(=O)C(C)C1C(C)CC(C)C(C(C)O[C@H]3OC(CO)[C@H](O)C(O[C@@H]4OC(CO)[C@@H](O)C(O)[C@@H]4O)[C@H]3O)OC(=O)C12 (some centres not stated)	107	99	103	101	123	98	101	113
71	CC[C@H](C)[C@H]1NC(=O)[C@@H](N[C@](C)(O)[C@@H](N)CC(C)C)[C@@H](C)OC(=O)[C@H](Cc2ccc(OC)cc2)N(C)C(=O)[C@@H]2CCCN2C(=O)[C@H](CC(C)C)NC(=O)[C@@H](C)C(=O)[C@H](C(C)C)OC(=O)C[C@@H]1O	-25*	-56*	-14*	-35*	-56*	-57*	-43*	-21*
